Screening data: PubChem BioAssay, several laboratories
p-CIP stab down – p/CIP-EGFP fusion destabilizers, primary screen, fluorescence, F442A cells; Q05BA5; 16 h; decrease of EGFP signal, % at 10 µM; hit rate 0.01% among 290,000;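 active means EGFP signal decrease of at least 30% at 10 µM or well 3 SD below plate mean, unless failing retest; inactive means the rest, including hits failing retest or dose response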; further: some compounds called inactive have numbers as strong as hits; many of its hits are not listed in these tables
IDE cell inh – human IDE inhibitors in live cells, primary screen, fluorescence polarization, HEK cells, FAbetaB substrate. Insulin-degrading enzyme (Homo sapiens), P14735. FAbetaB cleavage. inhibition, % at 5.59 µM. hit rate 0.41% among 320,000;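 active means percent inhibition above the average of all tested compounds plus 3 SD, set per screening campaign, cut at about 16% in these data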;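 further: IDE supplied by intact live HEK cells; FP after avidin binding of uncleaved biotin substrate so inhibition keeps polarization high; 0% = DMSO wells and 100% = 60 µM reference IDE inhibitor Ii1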
Target sequence (P14735 whole entry, looked up): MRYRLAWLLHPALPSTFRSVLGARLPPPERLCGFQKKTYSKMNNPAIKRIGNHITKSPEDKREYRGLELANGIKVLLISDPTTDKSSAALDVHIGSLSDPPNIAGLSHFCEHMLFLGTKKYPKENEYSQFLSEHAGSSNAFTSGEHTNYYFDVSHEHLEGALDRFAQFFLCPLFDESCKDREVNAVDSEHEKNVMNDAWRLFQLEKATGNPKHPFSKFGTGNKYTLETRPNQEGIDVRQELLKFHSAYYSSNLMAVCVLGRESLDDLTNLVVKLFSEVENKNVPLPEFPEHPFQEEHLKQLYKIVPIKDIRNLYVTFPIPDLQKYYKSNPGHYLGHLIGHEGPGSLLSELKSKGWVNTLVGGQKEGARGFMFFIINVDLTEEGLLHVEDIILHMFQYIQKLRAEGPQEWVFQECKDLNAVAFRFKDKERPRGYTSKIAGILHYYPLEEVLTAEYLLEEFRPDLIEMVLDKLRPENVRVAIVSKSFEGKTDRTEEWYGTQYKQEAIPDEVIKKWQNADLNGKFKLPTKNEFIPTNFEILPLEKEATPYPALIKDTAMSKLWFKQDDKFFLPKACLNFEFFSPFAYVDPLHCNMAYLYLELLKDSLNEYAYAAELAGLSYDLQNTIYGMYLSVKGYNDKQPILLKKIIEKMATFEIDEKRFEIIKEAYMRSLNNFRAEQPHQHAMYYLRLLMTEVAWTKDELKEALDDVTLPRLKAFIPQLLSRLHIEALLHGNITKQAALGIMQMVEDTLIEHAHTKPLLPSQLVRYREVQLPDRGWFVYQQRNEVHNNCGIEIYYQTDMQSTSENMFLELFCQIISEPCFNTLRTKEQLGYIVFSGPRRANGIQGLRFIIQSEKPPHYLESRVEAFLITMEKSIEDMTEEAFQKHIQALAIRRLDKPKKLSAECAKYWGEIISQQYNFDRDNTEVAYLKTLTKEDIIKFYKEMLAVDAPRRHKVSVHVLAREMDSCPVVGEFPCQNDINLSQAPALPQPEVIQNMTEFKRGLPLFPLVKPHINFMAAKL
CHRM4 PAM – human M4 muscarinic receptor positive allosteric modulators, primary screen, CHO-K1 cells, Fluo-8 calcium fluorescence | Muscarinic acetylcholine receptor M4 (Homo sapiens), P08173 | CHO-K1 hM4/Gqi5, ACh EC20; 0% = ACh EC20, 100% = maximal ACh | activation, % at 3 µM | hit rate 0.4% among 360,000 | AID 624126, 2012;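 active means activation above its plate's cutoff, the mean activation of sample wells plus 3 SD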; further: some results filed as inactive read as strong as hits
CRFBP-R2 agonist – agonists of CRF-BP/CRF-R2 complex, primary screen, cell-based, HEK293, calcium dye fluorescence, uHTS; AID 588473, 2011; activation, % at 13.2 µM; CRF-binding protein / CRF receptor 2 complex (human); calcium dye fluorescence (FLIPR); percent of saturating CRF peptide response; hit rate 0.46% among 350,000;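 active means activation of at least 50%, plus an integration ratio under a set limit after plate pattern correction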;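 further: plate controls were neutral control wells without compound for no effect and CRF at EC100 for full effect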
CRFBP-R2 block – antagonists of CRF-BP/CRF-R2 complex, primary screen, cell-based, HEK293, calcium dye fluorescence, uHTS; CRF-induced calcium fluorescence; AID 588475, 2011; inhibition, % at 11.8 µM; hit rate 0.59% among 350,000;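 active means inhibition of the ligand-induced calcium signal above about 50% at the single tested concentration, limit read from the data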
MEKK3 PB1 HTS – modulators of MEKK3-MEK5 PB1 binding, primary screen, biochemical, wildtype MEKK3, multiplex bead flow cytometry, Alexa488-MEK5; Mitogen-activated protein kinase kinase kinase 3 (Homo sapiens), Q99759; bead-based flow cytometry, Alexa488-MEK5 binding to MEKK3; actives lie on both sides; 0 = blocked by unlabeled MEK5, 100 = vehicle; binding response (% of control), % at 10 µM; hit rate 1.4% among 290,000;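 active means binding response more than 3 SD above or below the average of its plate-row segment, actives on both sides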;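 further: Alexa488 bead fluorescence after subtracting the streptavidin-only scavenger bead signal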
GalR3 antagonist – GalR3 antagonists in HEK293 cells, primary screen, cell-based, fluorescence readout. Galanin receptor type 3 (Homo sapiens), O60755. HEK293 GalR3-CNG cAMP membrane potential fluorescence; galR3 body fused to GalR1 C-terminus. inhibition, % at 3 µM. hit rate 0.44% among 360,000. AID 651719, 2012;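 active means inhibition above the screen-wide average plus 3 SD, cut at about 13% in these data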;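 further: forskolin and galanin both at EC90 stimulate the cells; cAMP rise reported by CNG channel membrane potential dye signal; 0% = forskolin plus galanin with DMSO and 100% = forskolin alone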
PHOSPHO1 block – PubChem AID 1565 | Phosphoethanolamine/phosphocholine phosphatase (Homo sapiens), Q8TCT1 | hit rate 1.1% among 290,000 | inhibition, % at 13.3 µM | recombinant PHOSPHO1, absorbance phosphatase assay; in the data active means inhibition above about 60%
IDE cell activ – human IDE activators in live cells, primary screen, fluorescence polarization, HEK cells, FAbeta-B substrate; Insulin-degrading enzyme (Homo sapiens), P14735; FAbeta-B cleavage; 0% vehicle, 100% cell-free pure enzyme wells; activation, % at 5.96 µM; hit rate 0.073% among 340,000; AID 493087, 2011;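 active means activation above the mean of all tested compounds plus 3 SD, set per screening campaign, cut at about 17% in these data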
The depositor's hits bear a star; . = not tested or not shown; [ ] = another dose, or the depositor's remark.

SMILES	p-CIP stab down	IDE cell inh	CHRM4 PAM	CRFBP-R2 agonist	CRFBP-R2 block	MEKK3 PB1 HTS	GalR3 antagonist	PHOSPHO1 block	IDE cell activ
CCOC(=O)CCn1nnc(N)n1	1	-3	8	-0.9	-4	108	-2	0	-2
CCOC(=O)c1cc(-c2ccccc2)sc1NC(=O)C(C)Sc1nnc(C)s1 (stereo unspecified)	-10	7	-5	1.2	-13	102	-7	-2	4
COc1cc(/C=C/C(=O)NNc2c(F)c(F)cc(F)c2F)ccc1OC(F)F	-3	-2	-4	1.0	-8	99	.	-4	-4
O=C(Cn1c2ccc(F)cc2c2nc3n(c(=O)c21)CCS3)Nc1ccccc1F	-2	0	.	.	.	98	.	-4	.
CCOC(=O)Nc1ccc(C(=O)Oc2ccccc2)c(O)c1	-7	0	-5	-0.3	-2	101	-10	-14	-3
CC(C)=NNc1nc2sc3c(c2c(=O)[nH]1)CC(C)(C)OC3	-5	1	9	23	5	100	-4	-17	-6
Brc1ccc(-c2cn3cccnc3n2)cc1	-3	1	1	-1.5	-4	101	-3	3	0
O=C(CNC(=O)c1ccc(S(=O)(=O)N2CCCC2)cc1)N/N=C/c1ccc(Cl)cc1	-5	7	-5	1.9	-36	106	-3	-13	-4
COc1ccc(CNC(=O)c2cnc3n(c2=O)CCS3)cc1	-1	-6	-1	1.4	-1	103	3	-12	-1
Cc1ccc(OCC(=O)Nc2ccccc2C(=O)NC2CC2)cc1	.	-5	2	-0.9	-11	.	-5	.	2
CCOc1ccc(S(=O)(=O)NCc2ccccc2)cc1C(N)=O	8	4	-7	1.4	-12	101	-5	-59	3
c1ccc(CCNc2nc(-c3cccnc3)cs2)cc1	-7	-2	0	-1.2	4	85	-8	17	0

Results in GalR3 antagonist and CHRM4 PAM, for 7 of the compounds above:
| structure | GalR3 antagonist | CHRM4 PAM |
| --- | --- | --- |
| c1ccc(CCNc2nc(-c3cccnc3)cs2)cc1 | -8 | 0 |
| Cc1ccc(OCC(=O)Nc2ccccc2C(=O)NC2CC2)cc1 | -5 | 2 |
| COc1ccc(CNC(=O)c2cnc3n(c2=O)CCS3)cc1 | 3 | -1 |
| Brc1ccc(-c2cn3cccnc3n2)cc1 | -3 | 1 |
| COc1cc(/C=C/C(=O)NNc2c(F)c(F)cc(F)c2F)ccc1OC(F)F | . | -4 |
| CCOC(=O)Nc1ccc(C(=O)Oc2ccccc2)c(O)c1 | -10 | -5 |
| CCOC(=O)c1cc(-c2ccccc2)sc1NC(=O)C(C)Sc1nnc(C)s1 (stereo unspecified) | -7 | -5 |

Next part
SMILES	p-CIP stab down	IDE cell inh	CHRM4 PAM	CRFBP-R2 agonist	CRFBP-R2 block	MEKK3 PB1 HTS	GalR3 antagonist	PHOSPHO1 block	IDE cell activ
CCc1nc2sc3c(c2c(=O)n1CCO)CCC3	4	-4	5	-1.3	-9	105	-8	.	-1
O=c1[nH]c(C2CCN(S(=O)(=O)/C=C/c3ccccc3)CC2)nc2c1nnn2Cc1ccc(F)cc1	1	1	-4	1.4	0	102	-10	40	-5
CCCn1c(N/N=C\C=C\c2ccccc2)nc2c1c(=O)[nH]c(=O)n2C	8	16*	1	0.4	2	96	-5	-8	-2
CCc1ccc(N2CC(C(=O)Nc3ccc(OC)c(S(=O)(=O)N4CCOCC4)c3)CC2=O)cc1 (stereo unspecified)	.	.	0	26	-7	.	-6	.	.
CCCc1nnc(NC(=O)CNc2ccc(F)cc2)s1	0	7	12	0.0	-1	108	1	21	5
CCCCCNC(=O)CC1Nc2c3ccccc3nc(=S)n2C1=O (stereo unspecified)	-7	7	4	0.1	18	98	2	65*	2
CN1CCN(S(=O)(=O)c2ccc(NC(=O)c3ccc(Br)o3)cc2)CC1	1	-1	4	0.0	-3	41*[inhibitor]	-2	6	-2
O=c1[nH]c(-c2cccs2)nc2ccccc12	-10	9	-5	-0.5	-24	103	-2	20	6
COc1ccc2[nH]c3c(c2c1)CCN1C(=O)C(CC(=O)NCc2cccc(C(F)(F)F)c2)C[C@H](C(=O)N2CCOCC2)[C@@]31C (stereo partly specified)	.	.	7	2.2	12	.	-7	.	2
Cc1ccc(Oc2ccc(NC(=O)CSc3n[nH]c(N)n3)cc2)cc1	0	1	3	-3.0	-24	96	-3	10	2
Cc1nnsc1C(=O)Nc1ccccc1Cl	6	-5	6	-6.4	-1	101	-5	-3	-5
COc1ccccc1C1=CC(=O)CC(C)(C)C1=O	.	5	3	1.1	-2	.	-2	.	1
CN1CCN(C(c2cccc(C(F)(F)F)c2)c2nnnn2Cc2ccccc2)CC1 (stereo unspecified)	1	6	4	7.4	-2	103	-4	0	-3
CN1CCN(CCCNC(=O)Cn2nc(-c3ccccc3)ccc2=O)CC1	2	0	3	0.5	-3	100	6	54	5
CCOC(=O)C(C)Sc1ccc2nnc(CCNS(=O)(=O)c3ccccc3)n2n1 (stereo unspecified)	1	3	5	0.1	16	83	-7	-19	3
Cc1ccc(NC(=O)c2ccc(S(=O)(=O)NCC3CCCO3)cc2)cc1C (stereo unspecified)	0	4	5	0.0	3	87	0	30	-5
COc1ccc(C(=O)Nc2ccc(Oc3ncnc4sc(-c5ccccc5)cc34)cc2)cc1OC	2	-1	0	0.7	3	107	-4	6	-2
CCOc1ccccc1NC(=S)NC(=O)CCCOc1ccc(Cl)cc1Cl	-13	1	10	2.9	-11	103	-8	8	0
CCOC(=O)C(C)n1nc(/C=C/c2ccccc2)ccc1=O (stereo unspecified)	4	-2	6	-3.4	-3	101	-2	-3	0
Cn1cccc1C(=O)NC(=O)COC(=O)CC12CC3CC(CC(C3)C1)C2	-1	3	-7	2.7	13	105	4	8	-2
C#Cc1ccc(CN2CCC(N3CCC(C(=O)NCc4ccccn4)CC3)CC2)cc1	3	1	-9	0.5	1	96	-6	50	2
C=CCn1c(-c2ccc(OC)cc2)nc2ccccc21	-8	2	-1	154*	-180	.	-3	-7	1
COc1ccc(Br)c(C(=O)N2CCN(S(=O)(=O)c3cccs3)CC2)c1	-8	2	-12	-2.7	16	95	-8	19	2
CC(C)CNC(=S)NNC(=O)c1csc2ccccc12	-2	9	1	-0.7	9	101	-3	88*	2
COc1ccccc1CNC(=O)c1cnc2sccn2c1=O	5	-2	-3	-0.5	10	105	1	-9	-2
CC(=O)Nc1cccc(C(=O)N2CCC(n3nccc3NC(=O)CC(C)C)CC2)c1	-4	-2	5	0.4	6	102	-2	36	6
Cc1nn(-c2ccccn2)c2c1C(c1c(F)cccc1Cl)C1=C(N2)c2ccccc2C1=O (stereo unspecified)	-3	-5	.	.	.	98	.	0	.
Cc1ccc(N2C(=O)C3C(C2=O)C2C=CC3C23CC3)cc1 (stereo unspecified)	-6	-1	4	1.1	0	98	-2	4	1
COc1ccc(C(C)(C)C)cc1NC(=O)Nc1ccc2c(c1)OCO2	-1	-5	1	-1.0	-10	.	-4	2	0
CC(=O)Nc1cccc(-n2nnc(SCC(=O)Nc3ccccc3)n2)c1	-7	1	-10	-0.7	-2	100	-4	33	8
Cc1nn(C(=O)c2cccc([N+](=O)[O-])c2)c(C)c1Cl	8	1	1	0.2	1	101	-12	.	-2
CCc1ccc2nc(N3C(=O)C(O)=C(C(=O)c4ccco4)C3c3cccs3)sc2c1 (stereo unspecified)	13	1	14	-0.1	23	104	.	-3	-2
COCCNc1ncnc2nc[nH]c12	-3	4	8	2.7	-13	97	-3	7	3
COc1ccc(-c2noc(CCC(=O)N3CCN(c4ccccc4Cl)CC3)n2)cc1	.	.	2	-2.1	2	.	5	.	-5
Cc1cc(OCC(=O)OCC(=O)N2CCc3ccccc32)ccc1Cl	.	-5	3	1.1	-3	.	-1	.	-4
Cc1ccc(Nc2nnc(SC3CCOC3=O)s2)cc1 (stereo unspecified)	-10	-4	-6	1.6	-9	99	-6	-17	-4
CSc1nc(-c2ccccc2)cn1-c1ccc(NC(C)=O)cc1	0	7	-7	-0.3	11	97	-5	10	-3
O=C(COc1ccc2cc(-c3ccccc3)c(=O)oc2c1)NCC1CCC(C(=O)O)CC1 (stereo unspecified)	7	12	9	-1.9	-6	105	-5	3	3
O=C(CCN1CCc2ccccc2C1)Nc1ccc(F)cc1	10	5	1	-0.3	5	102	-2	7	7
N#C/C(=C(/O)c1cccc(F)c1)c1nc2ccccc2s1	-4	2	1	51*	43	80	-5	2	3
CC1=C(C)CC(C(=O)Nc2nc(-c3ccc(F)cc3)c(C)s2)C(C(=O)O)C1 (stereo unspecified)	-9	-2	8	-1.5	1	95	-5	-2	4
C=CCn1c(SCC(=O)NC2CCCC2)nnc1-c1cccnc1	-6	0	-3	-1.2	2	94	4	-44	-1
C#CCOCCOCCOCCNc1nc(N2CCN(C(=O)Cn3cc(CCO)nn3)CC2)nc(N2CCN(C(=O)[C@H](Cc3ccc(O)cc3)n3cc(CCO)nn3)CC2)n1	.	.	-1	-1.3	4	.	-1	.	2
CC(Oc1ccccc1)C(=O)NC1CCN(Cc2ccccc2)CC1 (stereo unspecified)	6	4	9	-2.2	6	101	-2	-10	-5
CCOc1ccc(NC(=O)NC23CC4CC(CC(C4)C2)C3)cc1	-11	1	-11	1.5	-31	97	-4	5	3
CCCn1nnc2ccccc2c1=O	8	-1	4	-0.8	13	99	-2	46	6
C=C1SC(Nc2c(C)cc(C)cc2C)=NC12CCCCC2	-1	-4	-15	-1.5	1	103	-10	-17	4

5 compounds from above, sorted by the value under p-CIP stab down, rising.
SMILES	p-CIP stab down	IDE cell inh	CHRM4 PAM	CRFBP-R2 agonist	CRFBP-R2 block	MEKK3 PB1 HTS	GalR3 antagonist	PHOSPHO1 block	IDE cell activ
CCOc1ccccc1NC(=S)NC(=O)CCCOc1ccc(Cl)cc1Cl	-13	1	10	2.9	-11	103	-8	8	0
CC(C)=NNc1nc2sc3c(c2c(=O)[nH]1)CC(C)(C)OC3	-5	1	9	23	5	100	-4	-17	-6
CCOC(=O)C(C)Sc1ccc2nnc(CCNS(=O)(=O)c3ccccc3)n2n1 (stereo unspecified)	1	3	5	0.1	16	83	-7	-19	3
Cc1nnsc1C(=O)Nc1ccccc1Cl	6	-5	6	-6.4	-1	101	-5	-3	-5
Cc1nn(C(=O)c2cccc([N+](=O)[O-])c2)c(C)c1Cl	8	1	1	0.2	1	101	-12	.	-2

Compounds as they come. About 4.2% of those tested had a hit in this group.
